GAA inhib: alpha-glucosidase (human) inhibition; P10253; purified human GAA, 4-MU-alpha-glucoside fluorescence; Potency, µM (series often up to 76.9 µM), for inactives: at the top dose activity change, negative = inhibition, hits mostly inhibitors; 200,000 compounds, 0.005% hits;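 also: plate controls were uninhibited enzyme wells for no effect and no-enzyme background for full effect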
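qHTS format, compound range up to 77 uM. Human lysosomal enzyme at 4 nM, 400 uM 4-MU glucoside substrate, pH 5.0, 20 min room temperature; fluorescence after alkaline stop gives activity normalized to controls.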
GAA glycogen mod: inhibitors or activators of human alpha-glucosidase glycogen cleavage; AID 2100; 300,000 compounds, 0.38% hits; recombinant GAA, glycogen substrate, Amplex Red glucose oxidase fluorescence; Potency, µM (highest dose often 76.4 µM), for the others: at the highest dose activity change, negative = inhibition, actives largely listed as inhibitors;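 also: 0% = full enzyme reaction and -100% = no-enzyme basal signal; the screen sought inhibitors and activators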
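Recombinant enzyme (4 nM final) with compounds titrated up to 77 uM and bovine liver glycogen (30 ug) in citrate pH 5.0, 0.01% Tween-20, 37 C 40 min. Released glucose detected by Amplex Red/glucose oxidase (Ex 573/Em 610); AC50 from Hill fits.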
L3MBTL1 block: blocks human L3MBTL1 | 230,000 compounds, 0.66% hits | Potency, µM (doses to about 57.1 µM), for inactives: at the top dose activity, negative = inhibition, usual class: inhibitors | AID 485360 | AlphaScreen L3MBTL1–H3K9me1 peptide binding | Q9Y468; also: nearly all actives have a fitted effect of over 60% in size
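L3MBTL1 50 nM + b-AHA-H3(1-15)K9me1 75 nM, 30 min RT; compound added, 30 min RT; streptavidin donor/Ni-chelate acceptor beads 10 ug/mL each final, 30 min RT dark; AlphaScreen read.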
GAA spleen mod: inhibitors or activators of human alpha-glucosidase in spleen homogenate | 240,000 compounds, 0.006% hits | human spleen homogenate, 4-MU-alpha-glucoside fluorescence | Potency, µM (titrated, usually from 79.9 µM), for inactives: at the highest dose activity change, negative = inhibition, usual class: inhibitors;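 also: 0% = enzyme with vehicle and -100% = no enzyme basal signal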
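AC50 values come from Hill-equation fits of concentration-response data, normalized to no-enzyme and full-activity controls. Enzyme source: 1 ug human spleen homogenate; 1 mM fluorogenic 4-MU glucoside, pH 5.0 citrate buffer, 37 C, 40 min.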
TexasRed fluor: counter-screen for TRb-SRC2 inhibitors: fluorescence interference. AID 1479. 280,000 compounds, 0.29% hits. Potency, µM (titrated, usually from 106 µM), for the others: at the top dose fluorescence change, negative = quenching. TRb/SRC2 Texas Red total fluorescence interference; active = well fitted curve in either direction with a large enough effect; inconclusive = small, poorly fitted or top-dose-only effect
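Human TRβ ligand-binding domain (0.6 uM) and Texas Red SRC2 peptide (20 nM) in Tris buffer with 1 uM T3 and 5% DMSO were incubated with pinned compound for 5 hr at ambient temperature. Total fluorescence was computed as S + 2P (555/632 nm).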
TRb SRC2 PPI: inhibitors of human thyroid hormone receptor beta-SRC2 interaction; P10828; TRbeta-SRC2 peptide binding, fluorescence polarization; receptor liganded with 1 µM T3; Potency, µM (doses to about 106 µM), for inactives: top-dose activity change, negative = inhibition, actives largely listed as inhibitors; 280,000 compounds, 0.065% hits; AID 1469;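 also: plate controls were bound peptide for no effect and peptide without receptor for full effect; nearly all actives have a fitted effect of over 50% in size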
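Read-out is fluorescence polarization (555 nm excitation, 632 nm emission) of a Texas Red SRC2 coactivator peptide; loss of signal reflects blocked binding to human TRb ligand-binding domain in the presence of 1 uM T3.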
RECQ1 inh: RECQ1 (human) helicase inhibition; RECQ1 DNA unwinding, red fluorescence kinetic read; Potency, µM (series often up to 57.3 µM), for the others: at the top dose activity, negative = inhibition, most hits filed as inhibitors; 240,000 compounds, 0.54% hits; AID 2549;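 also: plate controls were vehicle for no effect and no enzyme for full effect; nearly all actives have a fitted effect of over 30% in size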
Target sequence (P46063 whole entry, looked up): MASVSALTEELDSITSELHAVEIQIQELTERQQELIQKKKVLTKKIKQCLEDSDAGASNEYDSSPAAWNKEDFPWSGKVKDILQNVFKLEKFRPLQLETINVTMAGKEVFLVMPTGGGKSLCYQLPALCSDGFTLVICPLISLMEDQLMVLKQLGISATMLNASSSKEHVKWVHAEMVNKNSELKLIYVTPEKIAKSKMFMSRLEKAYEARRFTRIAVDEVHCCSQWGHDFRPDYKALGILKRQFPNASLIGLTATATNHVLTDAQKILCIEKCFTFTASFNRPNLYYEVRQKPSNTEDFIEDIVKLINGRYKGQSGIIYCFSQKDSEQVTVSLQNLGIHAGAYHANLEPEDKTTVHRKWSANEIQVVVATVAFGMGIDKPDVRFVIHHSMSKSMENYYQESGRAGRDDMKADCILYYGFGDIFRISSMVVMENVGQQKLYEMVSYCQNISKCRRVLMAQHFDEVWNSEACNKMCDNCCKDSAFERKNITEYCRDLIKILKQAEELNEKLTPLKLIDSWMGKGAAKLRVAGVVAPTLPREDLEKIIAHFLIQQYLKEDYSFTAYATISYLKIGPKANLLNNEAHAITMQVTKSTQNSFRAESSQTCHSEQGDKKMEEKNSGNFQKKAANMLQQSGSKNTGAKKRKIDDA
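RECQ1T1 50 nM; forked duplex (20 bp + 30-nt ss tails) 200 nM, ATP 2 mM final; pH 8.0, 2 mM MgCl2, 2.5 ug/ml poly(dI-dC); 15 min compound preincubation; discontinuous kinetic read over 2 h at RT.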
GoLoco inh red: inhibitors of human Gai1-RGS12 GoLoco interaction (red fluorophore); P63096; Gai1:RGS12 GoLoco peptide FP, rhodamine, 10 min; Potency, µM (top dose mostly 61.6 µM), without a hit: top-dose activity, negative = inhibition, usual class: inhibitors; 230,000 compounds, 0.44% hits; AID 880; active = well fitted inhibition curve with a large enough effect, not every such curve was filed as active; inactive = no such curve, though single readings can be large or run the other way; also: nearly all actives have a fitted effect of over 30% in size; many of its hits are not listed in these tables
Target sequence (P63096 whole entry, looked up): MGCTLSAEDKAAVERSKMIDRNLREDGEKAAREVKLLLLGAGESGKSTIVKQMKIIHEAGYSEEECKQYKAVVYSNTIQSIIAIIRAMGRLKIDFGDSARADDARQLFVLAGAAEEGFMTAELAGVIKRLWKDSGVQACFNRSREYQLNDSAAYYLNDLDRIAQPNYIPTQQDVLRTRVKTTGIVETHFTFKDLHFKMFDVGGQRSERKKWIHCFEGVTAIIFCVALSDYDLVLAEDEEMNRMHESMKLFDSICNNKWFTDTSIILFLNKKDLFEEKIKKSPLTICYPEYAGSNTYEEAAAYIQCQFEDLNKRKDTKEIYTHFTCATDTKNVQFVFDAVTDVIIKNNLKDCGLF
* marks the source's active call; other numbers are inactive results; i = inactive; u = inconclusive; x = not tested or not shown; [ ] = remark or other dose. Unless noted, calls follow the shape of the dose curve; as a rule, active = well fitted curve in the direction sought with a large enough effect; inconclusive = small, poorly fitted or top-dose-only effect, or another doubt; inactive = no such curve, though single readings can be large; an effect the other way counts as inactive or inconclusive. Unless noted, % is scaled to controls: 0 for no effect and ±100 for the full control effect; potency is read from the fitted curve at half-maximal effect. Some of the compounds tested; the hit share may differ from the screen's.

smiles	GAA inhib	GAA glycogen mod	L3MBTL1 block	GAA spleen mod	TexasRed fluor	TRb SRC2 PPI	RECQ1 inh	GoLoco inh red
Cn1c(C(=O)NCc2cccnc2)cc2sccc21	4%	0%	x	0%	-2%	0%	-13%	3%
O=C(NC1(C(F)(F)F)N=C2SCCN2C1=O)c1ccco1 (stereo not drawn)	-2%	6%	-2%	3%	2%	4%	i	12%
Cc1cccc(NC(=O)CCN2C(=O)c3ccccc3C2=O)n1	9%	14%	-10%	11%	2%	5%	2%	-25%
Cn1ncc(Cl)c1C(=O)N1CCOCC1	-5%	-9%	-3%	4%	-6%	-2%	0%	-2%
CC(=O)N1C(=O)/C(=C2\SC(=S)N(NS(=O)(=O)c3ccc(C)cc3)C2=O)c2ccccc21	4%	12%	-1%	-13%	-2%	6%	-5%	-1%
COCCOc1cc(NC(=O)c2cccc(OC)c2)c(Cl)cc1Cl	-1%	2%	32%[activator]	-2%	-5%	-3%	-2%	2%
CC(c1ccco1)N(C(=O)Nc1ccccc1)C1CCCCC1 (stereo not drawn)	2%	3%	x	-1%	-1%	3%	-6%	8%
CCc1nnc(NS(=O)(=O)c2ccc(NC(=O)COc3ccc(Cl)c(C)c3)cc2)s1	-2%	0%	x	-5%	0%	-4%	i	-5%
CCC(=O)Nc1ccc(C(=O)NNC(=O)COc2cccc(C)c2)cc1	2%	-2%	-4%	-6%	-10%	-2%	-18%	5%
Cc1cc(NC(=O)CN2CCN(Cc3ccccc3)CC2)nc2c1c(=O)oc1ccccc12	x	-3%	3%	5%	-3%	6%	i	6%
COCCCNC(=O)c1ccccc1Oc1ccccc1	1%	1%	0%	-5%	1%	-2%	-7%	9%
COc1ccc(-c2cn3ccc(C)cc3n2)cc1	x	-2%	x	-12%	-3%	2%	-8%	1%
COc1ccc(OCC#CCNC(C)(C)C)cc1	-5%	0%	x	-10%	-5%	0%	10%	3%
CCOC(=O)c1cc(C(=O)OCC)cc(-n2cc(O)c(C(=O)OCC)n2)c1	3%	-5%	4%	0%	-3%	1%	-1%	3%
CC(C)CNC(=S)NC1CC2CCC(C1)N2Cc1ccccc1 (stereo not drawn)	-4%	11%	-8%	-12%	-1%	2%	0%	2%
CCOc1ccc(NC(=S)N2CCn3c(nc4ccccc43)C2)cc1	6%	-1%	3%	-14%	-7%	0%	-5%	-2%
O=C(O)c1cc(NCc2cc(O)ccc2O)ccc1O	x	x	x	5%	0%	-7%	10%	6.3µM*
COc1ccc(CCc2nnc(CCC(=O)N(C)Cc3ccnc4ccccc34)o2)cc1	9%	-13%	13%	3%	-3%	-6%	-1%	-18%
COc1ccc(CN2CCN(C(=O)C3CCC(CNS(=O)(=O)c4ccc(C)cc4)CC3)CC2)c(OC)c1OC (stereo not drawn)	-5%	-12%	-10%	-11%	0%	2%	-2%	3%
Cc1nc2sc(C(c3ccco3)N3CCC(Cc4ccccc4)CC3)c(O)n2n1 (stereo not drawn)	u	2%	26%	0%	3%	6%	-5%	8%

2 entries from above, with values under each structure.
Order of results: GAA inhib, GAA glycogen mod, L3MBTL1 block, GAA spleen mod, TexasRed fluor, TRb SRC2 PPI, RECQ1 inh, GoLoco inh red
COc1ccc(OCC#CCNC(C)(C)C)cc1
    -5%, 0%, x, -10%, -5%, 0%, 10%, 3%
CCOC(=O)c1cc(C(=O)OCC)cc(-n2cc(O)c(C(=O)OCC)n2)c1
    3%, -5%, 4%, 0%, -3%, 1%, -1%, 3%

New compounds follow.
smiles	GAA inhib	GAA glycogen mod	L3MBTL1 block	GAA spleen mod	TexasRed fluor	TRb SRC2 PPI	RECQ1 inh	GoLoco inh red
CCOc1ccccc1-n1c(SCC(=O)Nc2nccs2)nnc1-c1ccoc1C	-3%	5%	-4%	1%	1%	-3%	i	6%
Cc1cc(C(=O)COC(=O)C2=NNC(=O)CC2)c(C)n1-c1ccccc1	0%	2%	x	-6%	-2%	-9%	-11%	12%
C/C=C(\C)CN1CCN(c2ccccc2F)CC1	3%	1%	11%	-8%	-3%	1%	i	0%
CC(CC#CCN1CCOCC1)OCCC#N (stereo not drawn)	-3%	0%	3%	6%	-3%	-2%	-11%	-1%
CCOC(=O)COc1cc(N2C(=O)CSCC2=O)c(Cl)cc1Cl	-1%	-4%	1%	u	1%	9%	-2%	-8%
CC1CCc2c(C(=O)NCCN3CCOCC3)csc2C1 (stereo not drawn)	-10%	10%	2%	-9%	-3%	5%	3%	7%
CCC(C)c1ccc(NC(=S)NCc2cccnc2)cc1 (stereo not drawn)	-5%	-6%	-10%	4%	-2%	-21%	-3%	9%
CCN1CCc2nc3ccccc3c(C(=O)Nc3ccc(NC(C)=O)cc3)c2C1	0%	4%	2%	-2%	4%	-5%	-1%	5%
CCN(Cc1nc(-c2cccc(Cl)c2)no1)CC1CCCO1 (stereo not drawn)	0%	-9%	14%	-19%	-4%	-4%	-2%	-6%
O=C(CSCCO)Nc1nccs1	9%	-9%	5%	4%	0%	3%	-11%	1%

Of the compounds above, these contain a thiophene ring, fused or not:
smiles	GAA inhib	GAA glycogen mod	L3MBTL1 block	GAA spleen mod	TexasRed fluor	TRb SRC2 PPI	RECQ1 inh	GoLoco inh red
Cn1c(C(=O)NCc2cccnc2)cc2sccc21	4%	0%	x	0%	-2%	0%	-13%	3%
CC1CCc2c(C(=O)NCCN3CCOCC3)csc2C1 (stereo not drawn)	-10%	10%	2%	-9%	-3%	5%	3%	7%

(further entries)
smiles	GAA inhib	GAA glycogen mod	L3MBTL1 block	GAA spleen mod	TexasRed fluor	TRb SRC2 PPI	RECQ1 inh	GoLoco inh red
O=C1NCCC/C1=N/Nc1ccc(F)cc1	-1%	u	u	5%	5%	5%	2%	-6%
Cc1cc(Oc2ccccc2)nc(-c2ccccc2O)n1	-4%	-2%	33%[activator]	-4%	2%	0%	i	0%
CCOC(=O)C1CCN(C(=O)Nc2ccc(OCc3ccccc3)cc2)CC1	x	8%	8%	1%	-5%	1%	i	-2%
NNC(=O)CSCc1ccc(Cl)cc1Cl	-1%	-8%	-3%	7%	-2%	-5%	16%	9%
O=S(=O)(c1ccc(Br)s1)N1CCN(c2ccccn2)CC1	-11%	-8%	4%	-3%	2%	3%	-4%	4%
CCN(CC)C(=O)N1c2ccccc2CC(N(CC)CC)c2ccccc21 (stereo not drawn)	-2%	2%	-1%	-2%	-4%	0%	-2%	11%
NS(=O)(=O)c1cccc(NC(=O)CSc2nc3ccccc3c(=O)n2CCCN2CCOCC2)c1	-9%	-1%	5%	-10%	0%	-6%	0%	-6%
COc1ccc(N2CCN(C(=O)C3(C)CC3(Cl)Cl)CC2)cc1 (stereo not drawn)	10%	2%	3%	8%	0%	1%	-4%	2%
O=c1nc2n(c3ncccc13)CCCCC2	-4%	7%	26%	3%	0%	-7%	-18%	-1%
O=C(COc1cccc(-n2cnnn2)c1)NCCC1=CCCCC1	-5%	4%	2%	3%	-1%	-13%	-8%	-5%
CC1CCN(CCOCCOc2ccccc2Br)CC1	3%	0%	7%[11.4 µM]	6%	1%	0%	0%	-1%
CC(=O)c1cccc(N2C(=O)Nc3ccccc3N2O)c1	-2%	-14%	x	-9%	-1%	1%	i	-3%
CC1(C)CC(=O)C/C(=N/NC(=O)C2CCN(S(=O)(=O)c3cccs3)CC2)C1	-8%	8%	40%[activator]	-3%	-2%	0%	-3%	3%
O=S(=O)(NC1CCCC1)c1ccc(Br)s1	-6%	-11%	7%	-6%	-2%	-4%	-6%	3%
COc1ccc(/C=C/C(=O)c2ccc[nH]2)cc1OC	u	-9%	x	-8%	-4%	-6%	-5%	8%
CCn1cc(C(=O)OCC(=O)Nc2ccc(S(=O)(=O)N3CCCC3)cc2)c(=O)c2ccc(C)nc21	-5%	1%	x	6%	1%	-3%	i	-12%
Cc1ccc(CSCCNC(=O)c2cccc([N+](=O)[O-])c2)cc1	6%	-10%	5%	7%	-5%	-6%	-5%	-4%
C=CCn1c(SCC(=O)Nc2nnc(CC)s2)nnc1-c1cccnc1	-4%	2%	5%	5%	-4%	1%	-6%	5%
Cc1cc(C(=O)OCC(=O)N2CC(=O)Nc3ccccc32)c(C)n1-c1ccccc1	-10%	7%	-2%	-4%	-6%	-2%	0%	10%
Cc1[nH]c2ccccc2c1C(=O)COC(=O)C1CC(=O)N(Cc2ccccc2)C1 (stereo not drawn)	2%	-1%	x	-5%	-8%	-7%	-5%	1%
O=c1cc[nH]c2ccc([N+](=O)[O-])cc12	9%	10%	1%	-9%	4%	2%	-11%	8%
CC(=O)NC[C@H]1CN(c2ccc(N3CCOCC3)c(F)c2)C(=O)O1	-9%[15.4 µM]	-9%	x	0%	-3%	-3%	-9%	3%
CCCN1CCC(=O)N([C@H](CSc2ccc(C)cc2)c2ccccc2)CC1	x	4%	x	-14%	0%	1%	i	6%
Cc1[nH]c(=O)c(C#N)c(C)c1Br	-2%	5%	1%[11.4 µM]	-9%	-3%	-2%	-13%	8%
N#CCCN1CCN(Cn2c3ccccc3c3ccccc32)CC1	2%	14%	-13%	-1%	-1%	-4%	-7%	x
COc1cc(OC)c(C2N(c3ccc(Cl)c(Cl)c3)C(=O)C3CCCN32)cc1OC (stereo not drawn)	-2%	-24%	-1%	-2%	1%	-6%	0%	-7%
CC(Sc1nc2c(cc1C#N)CCCCC2)C(=O)O (stereo not drawn)	3%	-12%	3%[11.4 µM]	-16%	0%	2%	-4%	14%
NC(=O)CSc1nnc(Cc2ccc3c(c2)OCO3)n1C1CCCCC1	1%	-4%	3%	4%	3%	2%	3%	4%
O=C(N/N=C/c1cn(-c2ccccc2)nc1-c1cccnc1)c1ccccc1	-3%	5%	x	2%	-2%	-3%	-8%	0%
O=C(C1CC(=O)N(c2ccc3c(c2)OCCO3)C1)N1CCN(c2ccccc2)CC1 (stereo not drawn)	4%	1%	u	2%	-2%	0%	-16%	9%

Assay outcomes: PubChem BioAssay, National Center for Advancing Translational Sciences (NCATS)
